MEKK3 PB1 HTS = modulators of MEKK3-MEK5 PB1 binding, primary screen, biochemical, wildtype MEKK3, multiplex bead flow cytometry, Alexa488-MEK5 | bead-based flow cytometry, Alexa488-MEK5 binding to MEKK3; actives lie on both sides; 0 = blocked by unlabeled MEK5, 100 = vehicle | binding response (% of control), % at 10 µM | 290,000 compounds, 1.4% hits | AID 1529, 2009;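 active means binding response more than 3 SD above or below the average of its plate-row segment, actives on both sides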;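 further: Alexa488 bead fluorescence after subtracting the streptavidin-only scavenger bead signal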
PHOSPHO1 inh = PubChem AID 1565 | Phosphoethanolamine/phosphocholine phosphatase (Homo sapiens), Q8TCT1 | recombinant PHOSPHO1, absorbance phosphatase assay | 290,000 compounds, 1.1% hits | inhibition, % at 13.3 µM; in the data active means inhibition above about 60%
SUMO HTRF inh = inhibitors of in vitro SUMOylation cascade, primary screen, biochemical, HTRF, uHTS. SUMO-conjugating enzyme UBC9 (Homo sapiens), P63279. HTRF SUMOylation assay, SAE1/SAE2 + UBC9. inhibition, % at 35 µM. 290,000 compounds, 0.36% hits; in the data active means inhibition above about 50%, passing the limit was not always enough; further: strong numbers were not always called active
FID counter = compounds displacing fluorescent DNA intercalator, primary screen, artefact control for HCV NS3 helicase inhibitor project, biochemical, FID fluorescence. DNA fluorescent intercalator displacement. inhibition, % at 7.9 µM. 290,000 compounds, 0.17% hits; in the data active means inhibition above about 37%;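 further: 0% = vehicle and 100% = reference compound; higher means more ethidium bromide displaced from hairpin DNA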
IDE act = human IDE activators in live cells, primary screen, fluorescence polarization, HEK cells, FAbeta-B substrate | 340,000 compounds, 0.073% hits | FAbeta-B cleavage; 0% vehicle, 100% cell-free pure enzyme wells | activation, % at 5.96 µM | AID 493087, 2011 | Insulin-degrading enzyme (Homo sapiens), P14735;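 active means activation above the mean of all tested compounds plus 3 SD, set per screening campaign, cut at about 17% in these data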
p-CIP stab down = p/CIP-EGFP fusion destabilizers, primary screen, fluorescence, F442A cells | Q05BA5 | 16 h | decrease of EGFP signal, % at 10 µM | 290,000 compounds, 0.01% hits | AID 1984, 2009;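 active means EGFP signal decrease of at least 30% at 10 µM or well 3 SD below plate mean, unless failing retest; inactive means the rest, including hits failing retest or dose response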; further: some compounds called inactive have numbers as strong as hits; many of its hits are not listed in these tables
Target sequence (Q05BA5 1-1403): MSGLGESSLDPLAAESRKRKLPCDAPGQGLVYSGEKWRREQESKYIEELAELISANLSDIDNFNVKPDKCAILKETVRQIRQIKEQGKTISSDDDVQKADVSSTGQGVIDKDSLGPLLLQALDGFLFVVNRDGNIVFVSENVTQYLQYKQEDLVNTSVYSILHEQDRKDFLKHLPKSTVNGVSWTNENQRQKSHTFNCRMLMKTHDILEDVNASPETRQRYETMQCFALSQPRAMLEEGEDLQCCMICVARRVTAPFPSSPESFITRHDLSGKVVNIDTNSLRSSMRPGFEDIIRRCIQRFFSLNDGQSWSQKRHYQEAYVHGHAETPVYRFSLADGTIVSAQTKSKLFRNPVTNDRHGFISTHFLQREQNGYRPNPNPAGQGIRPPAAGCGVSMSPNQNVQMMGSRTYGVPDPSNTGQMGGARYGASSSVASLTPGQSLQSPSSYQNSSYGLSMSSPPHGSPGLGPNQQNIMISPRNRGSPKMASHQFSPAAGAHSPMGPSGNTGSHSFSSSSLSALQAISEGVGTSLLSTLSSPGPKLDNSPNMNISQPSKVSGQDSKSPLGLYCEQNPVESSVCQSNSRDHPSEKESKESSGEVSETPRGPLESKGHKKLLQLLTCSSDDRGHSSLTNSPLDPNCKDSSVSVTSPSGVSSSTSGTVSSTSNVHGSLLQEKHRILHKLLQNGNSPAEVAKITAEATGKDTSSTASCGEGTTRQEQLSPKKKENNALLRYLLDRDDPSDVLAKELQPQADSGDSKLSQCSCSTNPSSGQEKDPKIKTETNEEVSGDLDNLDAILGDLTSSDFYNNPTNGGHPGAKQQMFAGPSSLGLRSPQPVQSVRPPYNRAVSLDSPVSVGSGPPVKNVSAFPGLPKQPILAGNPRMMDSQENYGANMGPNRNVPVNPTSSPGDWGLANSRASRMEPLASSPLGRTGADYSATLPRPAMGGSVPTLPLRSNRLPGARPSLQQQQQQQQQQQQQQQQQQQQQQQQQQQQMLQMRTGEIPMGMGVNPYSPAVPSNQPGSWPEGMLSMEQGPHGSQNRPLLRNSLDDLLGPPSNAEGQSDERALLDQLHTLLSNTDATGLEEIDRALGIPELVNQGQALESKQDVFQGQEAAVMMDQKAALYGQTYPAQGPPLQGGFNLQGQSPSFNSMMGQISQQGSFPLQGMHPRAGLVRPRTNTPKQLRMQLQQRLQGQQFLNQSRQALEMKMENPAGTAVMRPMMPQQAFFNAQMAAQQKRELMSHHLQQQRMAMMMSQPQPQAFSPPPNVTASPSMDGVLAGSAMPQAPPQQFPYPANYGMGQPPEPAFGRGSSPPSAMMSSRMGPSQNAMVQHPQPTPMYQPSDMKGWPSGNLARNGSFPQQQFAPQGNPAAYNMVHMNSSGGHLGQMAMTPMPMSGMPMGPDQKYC
HCV NS3 hel inh = inhibitors of HCV NS3 helicase, primary screen, biochemical, Cy5 molecular beacon fluorescence. 290,000 compounds, 0.56% hits. inhibition, % at 10.9 µM. AID 1800, 2009. NS3 helicase DNA unwinding. Hepatitis C virus NS3 helicase;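 active means inhibition above the mean of all tested compounds plus 3 SD, set per campaign, cut at about 35% in these data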;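 further: 0% = DMSO wells and 100% = thioflavine S control wells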
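Assay system: hepatitis C virus NS3 helicase domain fragment enzyme. Also added: annealed dual-labelled DNA beacon duplex, ATP-started. Timing: 1 h reaction at 25 °C, ATP-initiated. Technique: Cy5 fluorescence at 0 and 60 min, beacon hairpin quenching. Evaluation: % inhibition of unwinding. Replication: one well per compound.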
VIM-2 inh = VIM-2 metallo-beta-lactamase inhibitors, primary screen, biochemical, epi-absorbance readout, Pseudomonas aeruginosa enzyme | purified VIM-2, nitrocefin hydrolysis, epi-absorbance fluorescence | inhibition, % at 5.6 µM | 290,000 compounds, 0.89% hits | AID 1527, 2009;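 active means inhibition above the mean of all tested compounds plus 3 SD, cutoff set per screening run, cut at about 7.5% in these data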;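 further: red hydrolysis product quenches plate fluorescence so inhibitors raise well fluorescence; 0% = enzyme with DMSO and 100% = DMSO without enzyme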
IMP-1 inhibitor = IMP-1 metallo-beta-lactamase inhibitors, primary screen, biochemical, epi-absorbance readout, Pseudomonas aeruginosa enzyme | metallo-beta-lactamase IMP-1 (Pseudomonas aeruginosa) | purified IMP-1, nitrocefin hydrolysis, epi-absorbance fluorescence | inhibition, % at 5.6 µM | 290,000 compounds, 0.45% hits | AID 1556, 2009;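 active means inhibition above the mean plus 3 SD of all compounds in the same screening run, cut at about 4.5% in these data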;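 further: 0% = IMP-1 with DMSO and 100% = DMSO wells lacking enzyme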
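System: purified IMP-1; amount: IMP-1 0.2 nM before substrate addition; compound: single dose, 5.6 µM; times: 25 °C, 15 min preincubation, 25 min reaction; signal: Epi-absorbance via hydrolysed-nitrocefin quenching of white-plate fluorescence, 480/530 nm, EDTA stop; benchmarks: DMSO with and without IMP-1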
Starred values were filed as active, the others as inactive; . = not tested or not shown; [ ] = dose if it differs, or a comment. Some of the compounds tested; count on the stated rates, not on these rows.

SMILES	MEKK3 PB1 HTS	PHOSPHO1 inh	SUMO HTRF inh	FID counter	IDE act	p-CIP stab down	HCV NS3 hel inh	VIM-2 inh	IMP-1 inhibitor
Cc1cc(NC(=O)CSc2nnc(-c3ccco3)n2Cc2ccccc2)no1	100.0	4.2	20.4	-26.8	-2.2	8.1	1.4	0.1	-3.0
COc1cccc(CNC(=O)CSc2ccc(-c3ccccn3)nn2)c1	102.0	-37.6	5.5	-6.4	5.0	3.9	1.2	-5.5	-6.3
CC(C)NC(=O)NS(=O)(=O)c1cnccc1NC1CC2CCC1C2 (configuration not stated)	100.0	-6.8	33.3	1.7	6.5	-22.3	1.1	-5.6	-8.9
Cc1ccccc1Cn1c(O)c(N=NC(=S)Nc2ccccc2F)c2ccccc21	98.0	-24.8	11.4	-0.5	-2.7	-13.4	4.1	-3.8	-2.9
COC(=O)c1cc(OC)c(OC)cc1NC(=S)N1CCCCC1	100.0	8.3	18.8	-5.3	-1.0	-3.3	1.1	-2.8	-1.6
CCn1c(C)c(CS(=O)(=O)c2ccccc2)[nH]c1=O	106.0	-86.0	8.1	-1.4	7.1	4.9	-2.0	-0.2	-1.8
Cc1ccc(C(=O)Nc2c(N)nc(SCC(=O)NCC3CCCO3)[nH]c2=O)cc1 (configuration not stated)	101.0	17.6	14.8	-1.5	5.0	5.0	-8.0	0.2	-1.6
Cc1nonc1C(=O)N/N=C/c1ccc([N+](=O)[O-])o1	108.0	24.9	33.2	3.9	0.7	-41.5	2.8	-1.6	-4.5
CCC(C(=O)NCc1ccncc1)c1ccccc1 (configuration not stated)	94.0	42.9	-2.9	0.8	4.0	-14.8	-3.5	-3.3	0.4
COc1ccc(NC(=O)C2CCN(S(=O)(=O)c3ccc(N4CCCC4=O)cc3)CC2)c(OC)c1	100.0	3.9	2.6	-60.8	0.2	-7.0	4.7	-7.9	-4.2
CCC1CCCCN1C(=O)COc1cc(=O)n(C)c2ccccc12 (configuration not stated)	100.0	6.4	8.3	-23.4	6.2	-10.7	3.3	-0.9	-3.9
COC(=O)CSc1nnc(SCc2ccc(Cl)cc2)s1	99.0	15.2	-12.5	-10.9	-0.7	-10.5	-1.7	-5.1	-3.9
Cc1cccc(CCNC(=O)C2CCC(=O)N2Cc2ccc(F)cc2)c1 (configuration not stated)	103.0	-9.3	10.8	-10.6	-7.5	-8.4	-4.0	-3.0	-4.6
COc1cc(C(=O)NC2CC3CCCC(C2)N3CC(=O)Nc2ccccc2)cc(OC)c1OC (configuration not stated)	96.0	10.9	-4.6	3.9	1.7	-12.2	-6.4	-1.8	-3.6
CN(C)S(=O)(=O)c1ccc(N2CCCC2)c(C(=O)NCCc2ccc(F)cc2)c1	87.0	19.2	1.6	-40.9	5.7	2.9	-4.4	-0.4	-0.6

The closing 2 compounds of the section above open the next one.
SMILES	MEKK3 PB1 HTS	PHOSPHO1 inh	SUMO HTRF inh	FID counter	IDE act	p-CIP stab down	HCV NS3 hel inh	VIM-2 inh	IMP-1 inhibitor
COc1cc(C(=O)NC2CC3CCCC(C2)N3CC(=O)Nc2ccccc2)cc(OC)c1OC (configuration not stated)	96.0	10.9	-4.6	3.9	1.7	-12.2	-6.4	-1.8	-3.6
CN(C)S(=O)(=O)c1ccc(N2CCCC2)c(C(=O)NCCc2ccc(F)cc2)c1	87.0	19.2	1.6	-40.9	5.7	2.9	-4.4	-0.4	-0.6
O=C(NCCc1c[nH]c2ccccc12)c1cc(S(=O)(=O)N2CCCCC2)ccc1N1CCOCC1	105.0	11.8	-2.9	-7.0	3.9	-13.4	-7.8	0.9	-2.4
O=C(O)c1ccc(CSCc2ccccc2F)o1	106.0	0.2	4.9	0.9	1.7	-4.5	-1.0	-3.8	-2.6
Cc1cc(NC(=O)COC(=O)CCCOc2ccc(Cl)cc2C)no1	98.0	-1.3	-24.2	-3.8	8.4	-2.4	0.1	-0.5	0.3
Cn1c(SCC(=O)NCc2ccco2)nc2ccccc2c1=O	96.0	18.4	16.3	-1.0	2.5	0.9	1.5	-0.9	-5.0
Cc1cc(S(=O)(=O)N2CCCC2)ccc1OCC(=O)NCc1ccccn1	99.0	18.4	-21.3	-16.4	-1.4	1.7	6.3	-1.7	-3.3
CC(=O)NC1C(c2nc3ccccc3s2)=C(c2ccccc2)C(=O)N1c1ccc(C)cc1 (configuration not stated)	100.0	7.4	-18.9	-5.2	2.0	-15.7	1.6	-2.7	-1.2
Cc1ccc(OCCN(C)C(=O)c2cc(COc3ccc(F)cc3F)on2)cc1	103.0	27.6	3.6	-22.8	3.2	-18.0	-16.7	0.7	-1.8
CC(C)CCn1c(=O)c2ccccc2n2c(CN3CCOCC3)nnc12	109.0	-7.1	-6.2	-12.2	-1.2	-7.4	-0.7	-4.0	-4.2
COc1ccc(/C=C2\SC(=O)N(CC(=O)Nc3cccnc3)C2=O)cc1OC	86.0	8.4	16.9	-15.1	-4.0	-6.2	-10.1	-0.4	-0.7
CC(=O)c1ccc([C@@H]2C[C@]34CN(Cc5cccc(C(F)(F)F)c5)S(=O)(=O)[C@H]3C[C@H]2O4)cc1	102.0	-9.6	-3.3	.	2.9	-3.1	.	.	.
S=c1nc(-c2ccccc2Cl)[nH][nH]1	101.0	24.5	-5.4	13.5	-8.7	3.4	7.1	-3.6	-1.9
Cc1ccc(S(=O)(=O)NCCCCCC(=O)N(C)C)cc1	71.0*[inhibitor]	6.8	-28.1	-6.4	-1.6	10.8	7.4	-2.4	-2.8
CCCCn1nnnc1SCC(=O)N1CCCC1	99.0	-9.3	5.3	-4.5	0.7	-7.1	0.5	-0.5	-2.4
CC(C)Cc1nnc(NC(=O)CCC(=O)N2CCN(c3ccc([N+](=O)[O-])cc3)CC2)s1	108.0	-4.1	8.3	-46.4	3.4	-5.8	-7.8	-3.2	-2.5
Cc1nc2ccccc2n1CCN1CCOCC1	100.0	26.5	-3.2	0.9	4.6	7.7	-1.8	-2.9	-3.2
Cc1ccc2nc(-c3ccccc3C)oc(=O)c2c1	104.0	44.0	-22.9	-6.5	1.6	8.6	5.2	2.0	1.0
COc1cc2[nH]c(=S)nc(NCc3cccc(Cl)c3)c2cc1OC	96.0	-126.7	-7.6	7.5	1.2	-8.2	-30.0	-4.7	-3.0
CC1CC(C)CN(c2ccc(NS(=O)(=O)c3ccccc3)cc2C(=O)O)C1 (configuration not stated)	96.0	19.2	14.3	-17.4	-1.6	57.6	6.2	-0.3	-0.4
CN(C)C(=O)c1ccc(NC(=O)CN2CCc3cc4c(cc3C2)OCCCO4)cc1	101.0	27.6	1.6	-27.7	-5.6	-9.9	0.7	-2.1	-0.1
CCOc1ccc(C(=O)N(CN2CCCC2=O)c2cccc(Cl)c2)cc1	101.0	15.0	-0.7	-19.1	5.3	-4.7	0.2	-3.2	-2.1
O=C(c1nc2ncccn2n1)N1CCc2ccccc2C1	95.0	-17.0	-1.5	0.8	3.6	-4.9	-0.9	-1.5	-0.6
Cc1nnc(SCC(=O)Nc2ccccc2)n(N)c1=O	104.0	39.9	9.6	-3.2	2.8	-0.5	0.6	-7.0	-5.2
CSc1nc(SCC(=O)NCc2ccco2)c2c3c(sc2n1)CN(C)CC3	98.0	.	.	-2.9	3.6	.	6.5	5.7	-2.0
CCCN(CCC)C(=O)CCS(=O)(=O)c1cccc2nsnc12	104.0	2.2	4.9	-9.3	2.3	-0.8	5.9	-4.2	-2.0
O=C(CN1CCN(c2ccccc2O)CC1)Nc1ccc([N+](=O)[O-])cc1Br	99.0	-5.3	3.0	-7.0	1.0	-0.4	18.3	-2.7	-1.6
COc1ccccc1CNS(=O)(=O)c1c(C)[nH]c(=O)[nH]c1=O	101.0	-2.0	0.5	1.5	1.4	-5.4	-4.7	-1.5	-2.2
COc1ccc2c(=O)c3ccccc3oc2c1	97.0	2.7	-5.2	-4.8	-4.0	-1.2	-17.6	3.9	-5.0
NC(=O)NC(=O)CSc1nc(-c2ccccc2)c(-c2ccccc2)n1CC1CCCO1 (configuration not stated)	102.0	3.4	21.2	-37.6	5.0	-2.2	7.0	-0.5	-0.6
Cc1cccc(C(=O)N/C(=C/c2ccco2)C(=O)N2CCCCCC2)c1	101.0	29.0	11.2	-70.9	4.8	-3.3	7.3	-6.1	-3.6
O=C(O)Cn1cc(/C=c2/sc3nc4ccccc4n3c2=O)c2ccccc21	94.0	-23.2	19.1	-16.7	-1.6	11.6	29.5	1.7	-0.3
CC1(C)Cc2c(cnn2-c2ccc(F)cc2)C(NC(=O)CCC(F)(F)F)C1 (configuration not stated)	102.0	8.2	13.4	-29.3	1.4	-12.5	12.3	-2.3	-3.3
CCOC(=O)N1CCC(NC(=O)c2cc(C(=O)Nc3cccc(OC)c3)ccc2CO)CC1	105.0	-11.5	14.2	-30.6	-6.7	-8.1	-13.2	-2.4	-1.8
C1=C(N2CCOCC2)/C(=C/c2nc3ccccc3[nH]2)CC1	102.0	15.5	45.2	.	-1.2	-30.6	.	.	.
Brc1ccccc1-c1nnc(CSc2nnnn2-c2ccccc2)o1	95.0	-11.8	4.8	-22.2	3.9	-10.9	-1.8	-2.2	-4.1
COc1cccc(CNC(=O)CCC2CCCN(Cc3cc(Cl)ccc3O)C2)c1 (configuration not stated)	89.0	-23.9	-6.2	3.5	4.8	-3.0	1.8	-3.8	-3.1
CN(C(=O)CCNC(=O)Cn1ccc2ccccc2c1=O)c1ccc(Br)cc1	100.0	-21.7	-12.6	-26.9	3.3	3.9	-2.5	1.3	-1.1
C/C(N)=C(/C#N)C(=O)COC(=O)c1cccc(C)c1O	99.0	29.0	19.5	-3.7	-1.0	-12.8	-12.0	-0.7	-1.5
COc1ccc(CC(=O)N(CC2CCCO2)c2nc3ccccc3s2)cc1 (configuration not stated)	99.0	0.8	-7.2	-1.4	4.0	-17.8	5.2	-3.2	-2.9
CCNC(=O)CCc1nc(-c2ccc(C(C)(C)C)cc2)no1	99.0	-6.8	2.4	-22.9	1.3	-8.3	2.7	-3.2	-3.0
CCCCCCNC(=O)CSc1nccn1Cc1ccccc1	110.0	33.7	13.3	-21.9	-3.7	-2.4	0.7	-1.2	0.2
Cc1c(NC(=O)CCSCCc2ccccn2)cccc1[N+](=O)[O-]	98.0	24.0	1.1	-3.8	8.8	-9.7	2.2	-1.1	-1.2
Cc1cc(/C=C2/C(=O)NN(c3ccccc3)C2=O)c(C)n1-c1cccc(O)c1	93.0	-8.7	25.9	-10.7	2.9	-5.6	23.1	-0.8	-0.9
